Assay outcomes (PubChem)
MmCpn inh = Inhibitors of TCP-1 ring complex (TRiC) of Methanococcus maripaludis (MmCpn): qHTS; hit rate 0.031% among 330,000; AID 504842, 2011; Potency, µM (top dose mostly 76.9 µM), for the others: at the top dose activity, negative = inhibition, actives largely listed as inhibitors; purified Mm-Cpn ATPase, ADP Transcreener TR-FRET; active means well fitted inhibition curve with a large enough effect; inconclusive means small, poorly fitted or top-dose-only effect; further: nearly all actives have a fitted effect of over 80% in size
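Compound-treated chaperonin, 25 nM final, turns over 10 uM ATP at 37°C for 30 min following a 10 min preincubation; ADP generated competes with ADP-d2 for Eu-cryptate antibody, lowering FRET.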
* = called active by the depositor; ? = inconclusive; & = joins results of further samples; [ ] = remark or other dose. On the % scale 0 is the no-effect control and ±100 the full control effect; potency means the concentration at half of the fitted maximal effect.

MmCpn inh,SMILES
1%,Cc1ccc2nc3n(c(=O)c2c1)-c1ccccc1C(=O)NC3Cc1ccccc1 (stereo unspecified)
-1%,COc1cc(C2C(C(=O)c3ccco3)=C(O)C(=O)N2c2cc(C)on2)ccc1OCc1ccccc1 (stereo unspecified)
-4%,CCn1c(COc2ccccc2C)nnc1SCc1nc2ccccc2c(=O)[nH]1
1%,CCn1cc(C(=O)O)c(=O)c2cc(F)c(N3CCN(S(=O)(=O)c4ccc(Br)cc4)CC3)cc21
-5%,Cc1ccc(C[C@H](C(=O)O)N2C(=O)c3ccc(C(=O)O)cc3C2=O)c(C)c1
-1%,CC(C)[C@@]1(c2ccc(Cl)cc2)ON(c2ccccc2C(F)(F)F)C1=O
-3%,CCCCCCN(C(=O)CCCCCN1C(=O)NC(c2ccc(-c3ccccc3)cc2)C(C(=O)OCc2ccccc2)=C1C)C(C(=O)NCCCC)c1ccccn1 (stereo unspecified)
0%,Cc1nc2c(C(=O)N3CCOCC3)cnn2c(C)c1Cc1cccc(Cl)c1
-3%,CC(=O)Nc1ccc(S(=O)(=O)Oc2ccc3c(c2)C(C)=CC(C)(C)N3)cc1
-7%,CCCCC/C=C\C/C=C\C/C=C\C/C=C\CCCC(=O)O
0%&1%,CCN1C(=NCCc2c[nH]c3ccccc23)N[C@@H](c2ccccc2)C(C(=O)OC)=C1C
0%,Cc1ccnc2ccc(P(=O)(c3ccccc3)c3ccccc3)cc12
-1%,O=C(OCCCOC(=O)c1ccccc1O)c1ccccc1O
2%,Cc1sc(/C=C2\C(=O)ON=C2c2ccccc2)cc1Br
?,CCOc1ccc(NC(=O)c2cccc(-n3cccc3)c2)cc1S(=O)(=O)N1CCOCC1
1%,N#Cc1ccc(C23CC4(C2)[C@H](CN(Cc2ccc(C(F)(F)F)cc2)[C@@H]4c2ccccc2)C3c2ccc(Cl)nc2)cc1 (stereo partly specified)
-3%,O=c1[nH]c(CN2CCC(c3nc4ccccc4s3)CC2)nc2sc3c(c12)CCC3
0%,CCOC(=O)c1c(NC(=O)c2noc3c2CCCC3)sc(C)c1C
-2%,O=C([O-])c1cc(-c2ccccc2)cc(-c2ccccc2)[n+]1Cc1ccccc1
0%,CC(C)CN(C(=O)COC(=O)c1cc2ccccc2oc1=O)C1CCS(=O)(=O)C1 (stereo unspecified)
0%,O=[N+]([O-])c1ccc(-c2nnc(S)n2-c2ccccc2)cc1
-8%,Cc1c(C2C(C#N)=C(N)N(c3cccc([N+](=O)[O-])c3)C3=C2C(=O)CCC3)cnn1C (stereo unspecified)
6%,CCCCn1nnc(NC(=O)c2ccc(-c3cccc([N+](=O)[O-])c3)o2)n1
0%,O=C1CCCc2nc3nc4ccccc4n3cc21
-1%[15.4 µM],CCCC[C@]12Cc3cc(OC)c(OC)cc3C(O1)C1=C(O2)C(=O)c2ccccc2C1=O
-1%,CCOc1ccc(C(=O)NC2=NCCS2)cc1
1%,Cc1ccc(NCc2ccc(C)s2)cc1
-3%,CCC(NC(=O)COc1ccc([N+](=O)[O-])cc1)c1ccccc1 (stereo unspecified)
-5%,Cc1ccc2nc3c(cc(C(=O)NCc4ccco4)c(=N)n3C3CCCC3)c(=O)n2c1
-2%,CC(=O)Nc1ccc(/C(C)=N\NC(=O)c2ccc(-c3ccccc3)cc2)cc1

Look-ups from the entries so far.
Result of Cc1c(C2C(C#N)=C(N)N(c3cccc([N+](=O)[O-])c3)C3=C2C(=O)CCC3)cnn1C (stereo unspecified) under MmCpn inh: -8%
Result of CC(=O)Nc1ccc(/C(C)=N\NC(=O)c2ccc(-c3ccccc3)cc2)cc1 under MmCpn inh: -2%
Result of CCOc1ccc(C(=O)NC2=NCCS2)cc1 under MmCpn inh: -1%
Result of N#Cc1ccc(C23CC4(C2)[C@H](CN(Cc2ccc(C(F)(F)F)cc2)[C@@H]4c2ccccc2)C3c2ccc(Cl)nc2)cc1 (stereo partly specified) under MmCpn inh: 1%

4 records picked at random from the list so far, as already listed:
MmCpn inh,SMILES
-8%,Cc1c(C2C(C#N)=C(N)N(c3cccc([N+](=O)[O-])c3)C3=C2C(=O)CCC3)cnn1C (stereo unspecified)
2%,Cc1sc(/C=C2\C(=O)ON=C2c2ccccc2)cc1Br
?,CCOc1ccc(NC(=O)c2cccc(-n3cccc3)c2)cc1S(=O)(=O)N1CCOCC1
-3%,O=c1[nH]c(CN2CCC(c3nc4ccccc4s3)CC2)nc2sc3c(c12)CCC3

New compounds follow.
MmCpn inh,SMILES
0%,COc1ccc(N2Cc3ccc(C(=O)N/N=C\c4ccc(O)cc4O)cc3C2)cc1
-2%,CCOc1[nH]n(-c2ccc(Cl)cc2)c(=O)c1C=Nc1ccc(C)cc1
0%,Cc1ccc(CSCC2Nc3ccc(C(=O)N4CCN(c5cccc(C)c5)C(C)C4)cc3NC2=O)cc1 (stereo unspecified)
-9%[15.4 µM],CCCC[C@]12Cc3cc(C#N)ccc3C(O1)c1c(cc(C)n(Cc3ccccc3)c1=O)O2
0%,COC(=O)CSc1nnc2c(C)cc3cc4c(cc3n12)OCCO4
-3%,Cc1[nH]c2ccccc2c1NC(=O)CN1CCN(Cc2ccc3c(c2)OCO3)CC1
0%,c1ccc2c(c1)nc(N1CCN(C3CCCCC3)CC1)c1nnnn12
0%,Nc1ncnc2c1ncn2[C@@H]1O[C@H](CO)C[C@@H]1O
0%,CCOC(=O)C1=C(C)NC(=O)C1CC(=O)Nc1ccccc1 (stereo unspecified)
1%,Cn1c(=O)[nH]c(=O)c2c1nc(Br)n2CCCc1ccccc1
-1%,COC(=O)CCC(=O)OC1(C)C(=O)C=C2C=C(C3CC3)N(CC(C)C)C=C2C1=O (stereo unspecified)
0%[15.4 µM],O=C1CCCC2=C1C1O[C@](CCCCN3C(=O)c4ccccc4C3=O)(Cc3ccccc31)O2
-5%,COCCCn1c2nc3ccccc3nc2c2c(=O)n(-c3ccccc3OC)c(C)nc21
3%,Cc1ccccc1C(=O)Nn1c(C)ccc1C
2%,COc1ccc(-n2nc(C(=O)Nc3nc4ccc(OC)cc4s3)c3ccccc3c2=O)c(OC)c1
-8%,O=C(CSc1nc2scc(-c3ccccc3)c2c(=O)[nH]1)NC1CCCCC1
-13%[15.4 µM],O=c1oc2ccccc2c2c1C1O[C@](c3ccsc3)(Cc3ccccc31)O2
1%,COCCNc1nnnc2c1sc1nc(N3CCOCC3)c3c(c12)CCCC3
-1%,COC(=O)c1ccc(C2C(C(=O)OC(C)C)=C(C)N=C3SCCC(=O)N32)cc1 (stereo unspecified)
-3%,O=C(c1cccn2c(=O)c3cc4ccccc4cc3nc12)N1CCN(c2ccccc2)CC1
-2%,CN(C)c1ccc(C(CNC(=O)c2ccc(-c3ccccc3)cc2)N2CCOCC2)cc1 (stereo unspecified)
0%,COc1cc(CC(NC(C)=O)C(=O)NC2CCN(c3c4c(nc5ncnn35)CCC4)CC2)cc(OC)c1 (stereo unspecified)
2%,NC(C(=O)O)C1CC(Cl)=NO1 (stereo unspecified)
0%,Nc1nc(Cl)cc(NCCc2ccccc2)n1
0%,CC(C)CC(=O)N1CC(C)N(C(=O)CC(C)C)CC1C (stereo unspecified)
-1%,O=C1NC(Cc2ccccc2)c2nc3ccc(Cl)cc3c(=O)n2-c2ccc(Cl)cc21 (stereo unspecified)
-1%,CCCCCCN(C(=O)CCCCCN1C(=O)NC(c2ccc(-c3ccccc3)cc2)C(C(=O)OCc2ccccc2)=C1C)C(C(=O)NCCCC)c1ccc(O)c(C(=O)OC)c1 (stereo unspecified)
1%,O=C(NC(=S)NCc1ccccc1)c1ccc(Br)o1
1%,O=c1cc(CO)oc(C(Nc2ccccn2)c2ccsc2)c1O (stereo unspecified)
-1%,NNC(=O)c1ccc(NS(=O)(=O)c2ccc(Br)cc2)cc1
0%,C(=N\Nc1nc(Nc2ccccc2)nc(N2CCCCC2)n1)/c1ccco1
0%,CCn1c(=N)c(C(=O)OC)cc2c(=O)n3ccccc3nc21
-2%,COc1ccc(N2CCC(CNC(=S)Nc3cccc(OC)c3)C2)cc1 (stereo unspecified)
-1%,O=C(N/C(=C\c1cn(-c2ccccc2)nc1-c1ccccc1)C(=O)N1CCOCC1)c1ccccc1
-3%,N#Cc1ccccc1-c1csc(N2CCC(C(N)=O)CC2)n1
-1%,CC(C)(C)C(=O)/C(=C\c1ccc([N+](=O)[O-])cc1)n1cncn1
0%,Cc1ccc2cccc(OCC(=O)c3cc(C)n(Cc4ccco4)c3C)c2n1
3%,COc1ccccc1Nc1nn2c(=O)c3ccc(C(=O)NCc4cccnc4)cc3nc2s1
-2%,COc1cc(C2CC(=O)n3c(nc4ccccc43)S2)cc(OC)c1OC (stereo unspecified)
-5%,COc1ccc(N/C(=C(/C(Cl)=C(Cl)Cl)[N+](=O)[O-])n2nnc3ccccc32)cc1
1%,NC(=O)C1CCN(C(=O)c2ccc3c(=O)n(Cc4ccco4)c(SCC(=O)c4ccc(F)cc4)nc3c2)CC1
0%,O=C(CN1CCN(Cc2ccc3c(c2)OCO3)CC1)N1CCc2[nH]c3ccccc3c2C1
2%,Cc1ccc2c(C)nc(NC3=NCN(Cc4ccccc4)CN3)nc2c1
0%,COc1ccc(OC)c(NC(=O)c2c(NC(=O)c3ccco3)sc3c2CCC3)c1
-6%,Cc1ccc2c(c1)N/C(=C(\C=C(/Cl)[N+](=O)[O-])[N+](=O)[O-])N2
0%,Nc1nc(Nc2cccc3ccccc23)nc(C2CCCC2=O)n1 (stereo unspecified)
1%,O=C1C=C(O)c2c(O)cccc2C1=O
0%,Cc1cc(C(=O)N/N=C/c2cc(Br)ccc2OC(=O)c2ccc(Br)cc2)n[nH]1
1%,COc1ccc(O[C@H]2C=C[C@@H](c3ccccc3)O[C@@H]2COC(=O)CC/C(C)=N/OC[C@@H](O)[C@H]2O[C@@H]3OC(C)(C)O[C@@H]3[C@H]2O)cc1
-16%,Cc1ccc(CNC(=O)c2sc3ccc(S(=O)(=O)N4CCCCC4)cc3c2N)cc1
-4%,O=C(NC(=S)N1CCN(c2ccccc2)CC1)c1ccccc1
-2%,CC(=O)Nc1ccc(OC(=O)c2cc3cc(Br)cc(Br)c3oc2=O)cc1
-1%,Cn1c(=O)oc2cc(S(=O)(=O)N3CCCC(C(=O)N4CCn5c4nc4ccccc45)C3)ccc21 (stereo unspecified)
0%,O=C(O)CC12CC3CC(C1)CC(n1ncc(NCc4ccc5c(c4)OCO5)c(Cl)c1=O)(C3)C2
?,CCCC(=O)Nc1cccc(C(=O)Nc2ccccc2OCC)c1
-1%,CCc1ccc(NC(=O)c2cc(Br)ccc2Br)cc1
0%,Cc1cc(C)c(NC(=O)c2sc3nc(C)[nH]c(=O)c3c2C)c(C)c1
2%[15.4 µM],CCCCCC#CCC#CCC#CCC#CCCCC(=O)O
-2%,O=C(C1=C[C@@H]2[C@H]3C(=O)N(c4ccccc4Cl)C(=O)[C@H]3[C@@H](C(=O)c3ccc(Cl)cc3)N2C=C1)c1ccccc1
-1%,O=C(N/N=C/c1cccnc1)c1ccccc1OCc1ccc(Cl)cc1

Further structures follow.
MmCpn inh,SMILES
-1%,Cc1cccc(NS(=O)(=O)c2cc(NC(=O)CC(=O)c3ccc([N+](=O)[O-])cc3)ccc2C)c1
3%,CCn1c2ccccc2n2c(=O)c(=O)n(CC(=O)N3CCN(c4ccccc4OC)CC3)nc12
1%,CCOC(=O)c1ccccc1NC(=O)CN(c1ccc(OCC)cc1)S(C)(=O)=O
-4%,CC(C)(C)C1CCc2onc(C(=O)Nc3cccc(O)c3)c2C1 (stereo unspecified)
0%,COc1ccc(NC2CCCN(C(=O)CCCn3cncn3)C2)cc1 (stereo unspecified)
-1%,O=C(O)CCC(=O)c1ccc2ccc3cccc4ccc1c2c34
-1%,CCOC(=O)N1CCC(NC(=O)c2ccc3c(c2)sc2nc(-c4cccc(OC)c4)cn23)CC1
-1%,CCOC(=O)CCc1c(C)c2ccc(OCc3cc([N+](=O)[O-])ccc3OC)c(C)c2oc1=O
-3%,CCCc1nc(N2CCOCC2)c2sc(=S)n(-c3ccccc3)c2n1
-1%,CCCn1c(N/N=C(C)\C=C\c2ccccc2)nc2c1c(=O)[nH]c(=O)n2C
-1%,COc1ccccc1NC(=O)Nc1nnc(-c2ccco2)s1
0%,Fc1ccccc1Cn1cnc(NC(=S)NCCc2ccccc2)n1
-5%,COc1cccc(C=Nc2cccnc2)c1O
-1%,CCn1cc(C(=O)Nc2ccc(-n3cnnn3)c(OC)c2)c(=O)c2ccc(C)nc21
-2%,CC1=C(C)CC(C(=O)NCc2ccccc2F)C(C(=O)O)C1 (stereo unspecified)
1%,CCOc1ccccc1N/C(=N/c1nc(C)cc(C)n1)NC(=O)Nc1ccc(Cl)c(Cl)c1
-17%,Cc1ccc(Cl)cc1Nc1nc(-c2sc(NC(=O)c3cccc(Cl)c3)nc2C)cs1
-4%,CCN1C(=O)/C(=C2\SC(=S)N(CC3CCCO3)C2=O)c2ccccc21 (stereo unspecified)
0%,CCOCCCNC(=O)Cc1ccc(F)cc1
-1%,N=C(N)N1CCN(Cc2ccccc2)CC1
-6%,Cc1ccc(-c2nc(SCC(=O)Nc3ccccc3OC(F)F)c3c(C)c(C(=O)O)sc3n2)cc1
0%,O=c1nc2n(c3ccccc13)Cc1ccccc1-2
0%,Cc1cccc2c(Cl)cc(=O)[nH]c12
-1%&-2%,O=S(=O)(c1ccc2c(c1)OCCO2)C1CCC(O)CC1 (stereo unspecified)
1%,CC(=O)Nc1cccc2c1[n+]([O-])c(C)c(C)[n+]2[O-]

5 compounds from above, ordered by formula weight, descending.
MmCpn inh,SMILES
-1%,CCOC(=O)N1CCC(NC(=O)c2ccc3c(c2)sc2nc(-c4cccc(OC)c4)cn23)CC1
1%,CCOc1ccccc1N/C(=N/c1nc(C)cc(C)n1)NC(=O)Nc1ccc(Cl)c(Cl)c1
-1%,CCOC(=O)CCc1c(C)c2ccc(OCc3cc([N+](=O)[O-])ccc3OC)c(C)c2oc1=O
-4%,CCN1C(=O)/C(=C2\SC(=S)N(CC3CCCO3)C2=O)c2ccccc21 (stereo unspecified)
0%,O=c1nc2n(c3ccccc13)Cc1ccccc1-2

A portion of the library; rates above refer to the full screens.
